MEKK3 PB1 HTS: MEKK3-MEK5 PB1 interaction, increase or decrease; Q99759; bead-based flow cytometry, Alexa488-MEK5 binding to MEKK3; actives lie on both sides; 0 = blocked by unlabeled MEK5, 100 = vehicle; binding response (% of control), % at 10 µM; actives 1.4% (n = 290,000);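 active = binding response more than 3 SD above or below the average of its plate-row segment, actives on both sides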;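 also: Alexa488 bead fluorescence after subtracting the streptavidin-only scavenger bead signal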
Target sequence (Q99759 whole entry, looked up): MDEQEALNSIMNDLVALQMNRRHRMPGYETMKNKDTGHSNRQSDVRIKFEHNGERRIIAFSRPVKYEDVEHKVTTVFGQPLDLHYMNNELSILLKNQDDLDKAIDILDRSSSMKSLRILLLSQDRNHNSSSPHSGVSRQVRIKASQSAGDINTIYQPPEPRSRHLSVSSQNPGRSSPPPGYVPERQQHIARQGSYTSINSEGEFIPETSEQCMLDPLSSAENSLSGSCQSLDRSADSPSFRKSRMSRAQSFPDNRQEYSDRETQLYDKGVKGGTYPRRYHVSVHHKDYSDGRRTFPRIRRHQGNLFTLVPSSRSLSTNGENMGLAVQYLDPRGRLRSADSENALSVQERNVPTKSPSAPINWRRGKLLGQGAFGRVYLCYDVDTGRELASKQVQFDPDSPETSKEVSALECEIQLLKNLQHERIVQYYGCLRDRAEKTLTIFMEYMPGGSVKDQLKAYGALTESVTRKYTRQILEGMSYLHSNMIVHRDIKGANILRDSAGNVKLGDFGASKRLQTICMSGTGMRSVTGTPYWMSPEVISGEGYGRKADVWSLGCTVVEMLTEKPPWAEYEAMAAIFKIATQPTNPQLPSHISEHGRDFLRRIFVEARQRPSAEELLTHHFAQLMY
CRFBP-R2 agonist: CRF-BP/CRF-R2 complex agonism; HEK293 CRF-R2/CRF-BP, calcium dye fluorescence (FLIPR); percent of saturating CRF peptide response; activation, % at 13.2 µM; actives 0.46% (n = 350,000);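 active = activation of at least 50%, plus an integration ratio under a set limit after plate pattern correction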;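 also: plate controls were neutral control wells without compound for no effect and CRF at EC100 for full effect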
MEKK2mut PB1 HTS: signal of MEK5 binding to mutant human MEKK2 PB1 domain | percent response, % at 10 µM | actives 0.35% (n = 290,000) | AID 1530 | bead flow cytometry, Alexa488-MEK5 binding to MEKK2 mutant; in the data active = percent response above about 24%, passing the limit was not always enough; also: inactives centre near 1; some results filed as inactive read as strong as hits
UBC9 SUMO inh: inhibitors of human SUMOylation (UBC9); inhibition, % at 35 µM; HTRF SUMOylation assay, SAE1/SAE2 + UBC9, in vitro; AID 2006; P63279; actives 0.36% (n = 290,000); in the data active = inhibition above about 50%, passing the limit was not always enough; also: strong numbers were not always called active
GalR3 antagonist: antagonists of human GalR3; actives 0.44% (n = 360,000); inhibition, % at 3 µM; HEK293 GalR3-CNG cAMP membrane potential fluorescence; galR3 body fused to GalR1 C-terminus; O60755;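 active = inhibition above the screen-wide average plus 3 SD, cut at about 13% in these data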;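 also: forskolin and galanin both at EC90 stimulate the cells; cAMP rise reported by CNG channel membrane potential dye signal; 0% = forskolin plus galanin with DMSO and 100% = forskolin alone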
Target sequence (O60755 1-299 limits assumed): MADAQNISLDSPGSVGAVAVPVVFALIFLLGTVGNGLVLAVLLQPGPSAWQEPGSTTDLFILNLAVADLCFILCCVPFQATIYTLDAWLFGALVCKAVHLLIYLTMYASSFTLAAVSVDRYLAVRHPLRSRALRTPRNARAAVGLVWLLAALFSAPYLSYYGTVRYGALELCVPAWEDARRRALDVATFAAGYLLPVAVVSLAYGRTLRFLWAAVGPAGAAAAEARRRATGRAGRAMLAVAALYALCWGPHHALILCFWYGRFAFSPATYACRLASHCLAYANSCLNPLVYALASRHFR
CRFBP-R2 block: CRF-BP/CRF-R2 complex antagonism; actives 0.59% (n = 350,000); inhibition, % at 11.8 µM; AID 588475; HEK293 CRF-R2/CRF-BP, CRF-induced calcium fluorescence;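 active = inhibition of the ligand-induced calcium signal above about 50% at the single tested concentration, limit read from the data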
NS3 helicase inh: blocks Hepatitis C virus NS3 helicase unwinding | NS3 helicase DNA unwinding, Cy5 molecular beacon fluorescence | inhibition, % at 10.9 µM | actives 0.56% (n = 290,000) | AID 1800;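 active = inhibition above the mean of all tested compounds plus 3 SD, set per campaign, cut at about 35% in these data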;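 also: 0% = DMSO wells and 100% = thioflavine S control wells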
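System: Hepatitis C virus NS3 helicase domain fragment enzyme | Reagent: Annealed dual-labelled DNA beacon duplex, ATP-started | Compound dosing: 10.9 µM single point, 0.8% DMSO | Incubation: 1 h reaction at 25 °C, ATP-initiated | Technique: Cy5 fluorescence | Evaluation: Percent inhibition from t60/t0 fluorescence ratio | Benchmarks: Low DMSO, high thioflavine S at 110 µM | Replication: Singlicate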
FID counter: displaces DNA intercalator in HCV helicase counter-screen; inhibition, % at 7.9 µM; actives 0.17% (n = 290,000); AID 1845; DNA fluorescent intercalator displacement, fluorescence; in the data active = inhibition above about 37%;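 also: 0% = vehicle and 100% = reference compound; higher means more ethidium bromide displaced from hairpin DNA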
MEKK2wt PB1 HTS: raises or lowers MEK5 binding to wildtype human MEKK2 PB1 domain; bead flow cytometry, Alexa488-MEK5 binding to MEKK2 WT; actives lie on both sides; binding response (% of control), % at 10 µM; actives 1.1% (n = 290,000); Q9Y2U5; AID 1531; in the data active = binding response below about 67% or above about 130%
An asterisk follows results filed as active.

Assay codes: A = MEKK3 PB1 HTS; B = CRFBP-R2 agonist; C = MEKK2mut PB1 HTS; D = UBC9 SUMO inh; E = GalR3 antagonist; F = CRFBP-R2 block; G = NS3 helicase inh; H = FID counter; I = MEKK2wt PB1 HTS
CCOC(=O)N1CCN(c2ccc(C(=O)CC)cc2F)CC1
  A: 82; B: -2.5; C: -13; D: 0; E: -2; F: -10; G: -2; H: -17; I: 91

COc1ccc(OC)c(C2=NS(=O)(=O)N(C)C(C(=O)Nc3cccc(C(C)=O)c3)=C2)c1
  A: 102; B: -1.5; C: 6; D: 14; E: -8; F: 16; G: -8; H: -22; I: 100

CCCc1cc(=O)[nH]c(SCc2nc3ccccc3o2)n1
  A: 104; B: -0.5; C: -3; D: 1; E: -6; F: -14; G: -2; H: -24; I: 102

Cc1ccccc1CS(=O)(=O)CC(O)CN1CCCC1=O (centres undefined)
  A: 105; B: 2.2; C: 3; D: 2; E: -5; F: -28; G: 7; H: -4; I: 102

CCOC(=O)/C=C(\C)Sc1cc(O)c2ccccc2c1O
  A: 97; B: -2.1; C: 1; D: 74*; E: -8; F: 10; G: 12; H: -3; I: 91

O=C(c1ccc(F)cc1)C1CCN(C(=S)NCC2CCCO2)CC1 (centres undefined)
  A: 111; B: 3.0; C: 0; D: 11; E: -6; F: 0; G: -6; H: -19; I: 105

Cc1ccc(NC(=O)c2ccco2)c(NC(=O)c2cccs2)c1
  A: 100; B: -2.6; C: -4; D: 10; E: 9; F: 6; G: -6; H: 2; I: 97

CN(Cc1ccccc1)C(=O)CSc1nc2ccccc2c(=O)n1Cc1ccco1
  A: 101; B: -2.1; C: 0; D: 18; E: -9; F: 22; G: -16; H: -16; I: 98

COCCCN1C(=O)C(=O)/C(=C(/O)c2ccc(S(=O)(=O)N3CCOCC3)cc2)C1c1ccc(C)cc1 (centres undefined)
  A: 104; B: -5.2; C: 0; D: 21; E: -4; F: 10; G: 1; H: -54; I: 105

O=C(CSc1nnc(SCc2ccccc2)s1)N/N=C/c1ccc(Cl)cc1Cl
  A: 109; B: -0.5; C: 28; D: 3; E: -1; F: -36; G: -4; H: -4; I: 113

O=C(COC(=O)C1CC1)Nc1ncc(C(F)(F)F)cc1Cl
  A: 107; B: 2.3; C: -2; D: 15; E: -5; F: 5; G: 5; H: -10; I: 100

COC(=O)c1ccn(-c2nc(-c3ccco3)cc(C(F)(F)F)n2)n1
  A: 99; B: -0.1; C: 2; D: 29; E: -5; F: -11; G: 2; H: -13; I: 98

CCC1=NN2C(=N)/C(=C\c3cccn3-c3cccc(Cl)c3)C(=O)N=C2S1
  A: 117; B: 0.6; C: 0; D: 27; E: -5; F: -18; G: 20; H: -12; I: 110

CC1(C)C2CCC1(C)C(OC(=O)CSc1nc(N)cc(=O)[nH]1)C2 (centres undefined)
  A: 106; B: -1.8; C: 4; D: 11; E: -3; F: 12; G: 4; H: -21; I: 102

CN(C)S(=O)(=O)c1cccc(-c2csc(N/N=C/c3ccco3)n2)c1
  A: 98; B: 0.4; C: -5; D: 15; E: 0; F: 5; G: 36; H: -9; I: 92

COC(=O)NC(NC(=S)Nc1cccc(C)c1)C(Cl)(Cl)Cl (centres undefined)
  A: 104; B: -0.4; C: -5; D: -4; E: 3; F: -5; G: 8; H: -1; I: 93

O=C(CSc1nnnn1-c1ccc2c(c1)OCO2)NCc1cccs1
  A: 99; B: -3.2; C: 4; D: 11; E: 0; F: -3; G: 4; H: -9; I: 98

COc1cc(/C=N/NC(=O)c2cc(-c3ccccc3)nc3ccccc23)ccc1O
  A: 94; B: -1.4; C: -1; D: -19; E: -12; F: 3; G: -12; H: -18; I: 95

O=C(NC1CCCCC1)c1cc(C2CC2)on1
  A: 105; B: -0.8; C: 0; D: 21; E: -3; F: -5; G: 8; H: -2; I: 104

CCOC(=O)CSC1=N/C(=C\c2cc(OC)c(OC)c(OC)c2)C(=O)N1C
  A: 153*; B: -1.3; C: 1; D: 14; E: 7; F: -8; G: 15; H: -7; I: 106

COc1ccc(-n2c(SCC(=O)NCCCN3CCCC3=O)nnc2C(C)N2CCCCC2)cc1 (centres undefined)
  A: 100; B: 0.4; C: -44; D: -34; E: 5; F: 1; G: -6; H: -6; I: 96

CN(CC1CCOCC1)C(=O)CC1C(=O)NCCN1Cc1ccc(F)c(F)c1 (centres undefined)
  A: 103; B: 0.7; C: 4; D: 7; E: -2; F: 6; G: -8; H: -14; I: 109

Clc1ccc(CNc2ncccn2)cc1
  A: 100; B: -1.6; C: 0; D: 14; E: -8; F: 4; G: -8; H: -4; I: 96

CCCCNC(=O)c1cccc2c(=O)c(C)c(-c3ccccc3)oc12
  A: 103; B: 0.4; C: 4; D: -8; E: -1; F: -11; G: -7; H: -13; I: 116

C=C(C)Cn1c(C)cc(C)c(S(=O)(=O)c2cccc(C)c2)c1=O
  A: 104; B: -1.5; C: -3; D: -9; E: -8; F: 39; G: -2; H: -23; I: 101

O=C(O)c1ccc(Nc2ccc(Cl)c(Cl)c2)c([N+](=O)[O-])c1
  A: 107; B: -7.5; C: 8; D: 16; E: -8; F: 14; G: 24; H: -25; I: 105

CCCCCOc1ccc(NC(=O)c2cc(SC)ccc2Cl)cc1
  A: 97; B: 3.6; C: -3; D: 8; E: -11; F: -24; G: 12; H: 3; I: 96

O=C(NCC(O)c1ccc([N+](=O)[O-])cc1)Nc1ccccc1 (centres undefined)
  A: 84; B: -1.3; C: -29; D: 4; E: -11; F: -4; G: 10; H: -5; I: 86

O=C(Oc1ccc([N+](=O)[O-])cc1)c1cncc(Br)c1
  A: 107; B: -0.1; C: 3; D: -2; E: 5; F: -14; G: -2; H: -3; I: 116

COc1ccc(S(=O)(=O)N2CCC(C(=O)NCc3ccco3)CC2)cc1C
  A: 100; B: -0.7; C: -5; D: -5; E: -8; F: 9; G: 0; H: -27; I: 99

CCn1c(=O)cc(SCC(=O)Nc2ccc(Cl)cc2)c2ccccc21
  A: 96; B: 3.9; C: -2; D: 5; E: 1; F: -25; G: -2; H: 1; I: 93

CCN(CC)CCNc1nc2ccccc2n1C
  A: 103; B: 0.0; C: 0; D: 20; E: -4; F: -11; G: -9; H: 6; I: 106

COC(=O)C(O)(CC(=O)Nc1ccc(OC(F)(F)F)cc1)C(F)(F)F (centres undefined)
  A: 89; B: -1.1; C: -9; D: -9; E: -5; F: 7; G: 3; H: 1; I: 89

Cc1ccc(NC(=O)/C(=C\C=C\c2ccccc2)NC(=O)c2ccccc2)cc1
  A: 98; B: 2.4; C: 13; D: 23; E: -4; F: -12; G: -1; H: -7; I: 95

CCCCNS(=O)(=O)c1ccc2nc(SCC(=O)Nc3cc(C)cc(C)c3)[nH]c2c1
  A: 98; B: 4.1; C: 0; D: -18; E: -5; F: -55; G: -15; H: -12; I: 99

CC(=O)Nc1ccc(N=Cc2c(O)ccc3ccccc23)cc1
  A: 105; B: 18; C: 14; D: 14; E: -9; F: -35; G: 5; H: -1; I: 110

CCc1ccc(NC(=O)CN(CC(=O)Nc2ccc(CC)cc2)CC(C)O)cc1 (centres undefined)
  A: 103; B: 0.3; C: -3; D: -25; E: -11; F: -5; G: -6; H: -30; I: 101

CCC(=O)c1c[nH]c(C(=O)N2CCN(c3ccccc3)CC2)c1
  A: 102; B: -0.9; C: -1; D: 11; E: -7; F: -21; G: 5; H: -15; I: 98

CCN(CC)C1=N/C(=C\c2ccco2)C(=O)N1c1ccccc1
  A: 90; B: 5.6; C: -2; D: 24; E: -8; F: -9; G: 18; H: -14; I: 90

c1cc2c(nn1)CCc1nonc1-2
  A: 98; B: 3.0; C: 5; D: -2; E: 2; F: -32; G: 1; H: 2; I: 106

CC(=O)N1C2CCCCC2S[C@H]2CCCCC21 (some centres undefined)
  A: 101; B: -2.0; C: -3; D: -4; E: -4; F: -7; G: 3; H: -5; I: 102

Cc1oc(-c2cccc(Cl)c2)nc1CS(=O)(=O)CC(=O)NCc1ccco1
  A: 101; B: -1.6; C: 0; D: 4; E: -10; F: 5; G: -8; H: -35; I: 101

O=C(Nc1nsc(-c2ccccc2)n1)c1ccc(F)cc1
  A: 95; B: 1.9; C: -4; D: -2; E: -7; F: -22; G: -18; H: -6; I: 96

Cc1sc2nc(SCC(=O)N(C)Cc3ccccc3)n(-c3ccccc3)c(=O)c2c1C
  A: 101; B: 3.2; C: -5; D: -7; E: 2; F: -2; G: 6; H: 0; I: 96

COc1cc(C(=O)OC2CC3CCC2(C)C3(C)C)ccc1OC(C)=O (centres undefined)
  A: 98; B: 3.4; C: -4; D: -15; E: -7; F: 3; G: 0; H: -12; I: 101

Cc1nc(SCC(=O)OCc2ccccc2)c(C#N)c(-c2ccccc2)c1C(=O)Nc1ccccc1
  A: 98; B: 1.2; C: -7; D: -18; E: 3; F: -7; G: -10; H: -6; I: 96

COC(=O)c1cc(NC(=O)c2cccc(C(F)(F)F)c2)c(=O)oc1C/C=N/OCc1cccc(Cl)c1Cl
  A: 102; B: 12; C: -2; D: 28; E: 2; F: -1; G: 9; H: -8; I: 100

CC1(C)C(=O)Nc2ccccc2N1C(=O)COc1cccnc1[N+](=O)[O-]
  A: 100; B: -1.6; C: -3; D: -3; E: -6; F: -3; G: 7; H: 0; I: 97

COc1ccc(/C(N)=N/OC(=O)CCCc2ccccc2)cc1OC
  A: 94; B: 0.6; C: -2; D: -8; E: 1; F: 25; G: -8; H: -11; I: 95

High-throughput results as filed in PubChem.

A portion of the library (hit frequency here may not be typical).
